Bioassay records as filed in PubChem BioAssay.
S3 lipid droplet: qHTS Assay for Lipid Storage Modulators in Drosophila S3 Cells | lipid storage change, negative = inhibition, % at the top dose, mostly 46.1 µM; hits show Potency in µM | actives 0.64% (n = 320,000) | AID 2685 | Drosophila S3 cells, BODIPY lipid droplet fluorescence, 18-24 h; cells fed with added oleic acid; active means well fitted inhibition curve with a large enough effect in the signal ratio, with a control signal flat, not every such curve was filed as active; inconclusive means small, poorly fitted or top-dose-only effect, or effect the other way, or a change in a side signal; the % refers to the signal ratio
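Drosophila S3 cells loaded with oleic acid (400 uM, as added) and compounds at several concentrations; lipid droplets imaged by 488-nm laser-scanning cytometry, 500–530 nm intensity and object ratio to cell channel. Percent activity normalized to 20 uM Triacsin C.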
S3 lipid droplet cell count max: also measured in S3 lipid droplet; calls as there; cell number change, %; measured here: cell count max response;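 cells counted by Cell Tracker Red CMTPX staining in the red channel; peak over a dose series mostly up to 46.1 µM; percent activity relative to internal control wells on each plate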
Starred values were filed as active, the others as inactive; i = inactive; ? = inconclusive; . = not tested or not shown; [ ] = dose if it differs, or a comment. On the % scale 0 is the no-effect control and ±100 the full control effect; potency means the concentration at half of the fitted maximal effect. This is a subset (hit frequency here may not be typical).

Order of results: S3 lipid droplet	S3 lipid droplet cell count max
- c1coc(CNCCCN2CCOCC2)c1
 : i	17
- COc1ccc(S(=O)(=O)N2CCC(C(=O)NC3CC3)CC2)cc1
 : i	.
- Cc1ccccc1C(=O)NC1CC2CCC(C1)N2Cc1ccccc1 (stereo not given)
 : 25%	-5
- CCOC(=O)Cc1csc(NC(=O)Nc2cccs2)n1
 : ?	.
- COc1cccc(/C=N/N2CCN(c3ccc(Cl)cc3)CC2)c1OC
 : 0%	-1
- O=c1oc2c(CN3CCCCCC3)c(O)ccc2cc1-c1nc2ccccc2[nH]1
 : -2%	-10
- CCCCN(C(=O)c1cccc(-n2cnnn2)c1)c1c(N)n(CC(C)C)c(=O)[nH]c1=O
 : 4%	21
- CC1=C(C(=O)Nc2ccc(Cl)cc2)C2(CCCCC2)C(C(N)=O)C(=S)N1 (stereo not given)
 : 15%	0
- C=CCn1c(SCc2cc(=O)n3ccsc3n2)nnc1C1CCCCC1
 : ?	.
- Cc1ccc(S(=O)(=O)C(C#N)c2nc3ccccc3nc2N2CCC(C)CC2)cc1 (stereo not given)
 : ?	.
- CSc1ncc2c(n1)-c1cc(C)ccc1SC2
 : -11%	-11
- O=C(COC(=O)c1ccccc1F)Nc1ccc2c(c1)OCCO2
 : ?	.
- Cc1cc(-n2c(SCCC#N)nnc2-c2cccnc2)ccc1Cl
 : ?	.
- COc1ccc(/C=C(\C#N)C(=O)OCC(=O)NC2CC2)cc1
 : ?	.
- CC(=O)c1c(N2CCN(Cc3ccccc3)CC2)nc(=S)n(-c2ccccc2)c1C
 : ?	.

Next section; it opens with the three that closed the last part.
Order of results: S3 lipid droplet	S3 lipid droplet cell count max
- Cc1cc(-n2c(SCCC#N)nnc2-c2cccnc2)ccc1Cl
 : ?	.
- COc1ccc(/C=C(\C#N)C(=O)OCC(=O)NC2CC2)cc1
 : ?	.
- CC(=O)c1c(N2CCN(Cc3ccccc3)CC2)nc(=S)n(-c2ccccc2)c1C
 : ?	.
- Cc1ccc(NC(=O)n2ccc(-c3ccc(-n4ccnc4)cc3)n2)cc1
 : ?	.
- CSc1nnc2c(n1)OC=Nc1ccc(Br)cc1-2
 : -4%	3
- COC(=O)c1cccc(NC(=O)Cn2nnc3ccccc32)c1
 : 13%	-17
- Cn1c(=O)oc2cc(S(=O)(=O)NCc3ccccc3)ccc21
 : -11%	-12
- O=C1CN(c2nc(-c3ccccc3)c3cc(Cl)ccc3n2)c2ccccc2N1
 : 1%	10
- COc1cccc(-c2nc(CS(=O)(=O)CC(=O)N3CCN(C4CCCCC4)CC3)c(C)o2)c1
 : i	.
- CCCn1c2ccccc2c2cnn(CC(=O)N3CCOCC3)c(=O)c21
 : i	6
- CCc1cc2c(=O)n(CCCOC)c(SCC(=O)Nc3oc(C)c4c(C)n[nH]c(=O)c34)nc2s1
 : ?	.
- CCOC(=O)c1nn(-c2cccc(OC)c2)c2nc(CC)c(C#N)c(=O)n12
 : 14%	18
- O=C(Nc1ccc2nc(-c3cccs3)[nH]c2c1)c1ccco1
 : -15%	-13
- Cc1ccc(NC(=O)N(Cc2cccs2)Cc2cc3cc4c(cc3[nH]c2=O)OCO4)cc1
 : ?	.
- CCOc1cc(S(=O)(=O)NCC2OCCc3ccccc32)c(OCC)cc1-n1cnnn1 (stereo not given)
 : ?	.
- CC1CCCCN1C(=O)COC(=O)c1cc([N+](=O)[O-])ccc1N1CCOCC1 (stereo not given)
 : ?	.
- Cc1ccc(-c2nc(-c3ccncc3)no2)c(Cl)c1
 : -17%	-11
- CC(NC(=O)c1cc(Br)cs1)C1CCCO1 (stereo not given)
 : i	4
- Cc1ccc(-n2c(C)cc(/C=C3\SC(=O)NC3=O)c2C)cc1
 : ?	.
- O=C1C(Cl)=C(NS(=O)(=O)c2ccc([N+](=O)[O-])cc2)C(=O)c2ccccc21
 : ?	.
- Cc1cccc([N+](=O)[O-])c1C(=O)O
 : ?	.
- C/C(=N\NC(=O)c1ccccc1NC(=O)c1ccc(Cl)cc1)c1ccncc1
 : ?	.
- O=C(NCc1ccccc1Cl)c1ccc(S(=O)(=O)N2CCCC2)cc1
 : ?	.
- O=C(O)C1CSC2(CCN(Cc3ccccc3)CC2)N1 (stereo not given)
 : 1%	3
- N#Cc1ccccc1NC(=O)CC1c2ccccc2Oc2ccccc21
 : 7%	-1
- CCS(=O)(=O)c1ccc2c(c1)N(S(=O)(=O)c1ccccc1)CC(C(=O)O)O2 (stereo not given)
 : -8%	-26
- O=C(Nc1cccc2ccccc12)C(=O)C1C(=O)Nc2ccccc21 (stereo not given)
 : ?	.
- CC1C(=O)N2CCCc3cc(S(=O)(=O)Nc4ccccc4F)cc1c32 (stereo not given)
 : -10%[0.0737 µM]	0
- O=C(Nc1cccs1)Nc1c(F)c(F)cc(F)c1F
 : -5%	0
- CN(CCc1cn[nH]c1)Cc1nc(Cc2ccccc2F)no1
 : 12%	2
- O=C1C=C(c2cccc3c2Oc2ccccc2S3)C[C@@H](c2ccc(Cl)cc2)C1
 : 15%	-14
- COc1cc(Cl)ccc1OCc1cc(C(=O)N2C[C@H]3CC[C@H]2C3)no1
 : ?	.
- O=c1c(Oc2ccccc2Br)c(C(F)(F)F)oc2c(CN3CCCC3)c(O)ccc12
 : 17%	-18

Profiles, quoted from the list. Order of values: S3 lipid droplet	S3 lipid droplet cell count max
O=C(Nc1cccc2ccccc12)C(=O)C1C(=O)Nc2ccccc21 (stereo not given) is listed as ?	.
C=CCn1c(SCc2cc(=O)n3ccsc3n2)nnc1C1CCCCC1 is listed as ?	.
CC1CCCCN1C(=O)COC(=O)c1cc([N+](=O)[O-])ccc1N1CCOCC1 (stereo not given) is listed as ?	.
CCCCN(C(=O)c1cccc(-n2cnnn2)c1)c1c(N)n(CC(C)C)c(=O)[nH]c1=O is listed as 4%	21

Arranged by the number under S3 lipid droplet cell count max (largest number first): three from the list above.
SMILES,S3 lipid droplet cell count max
N#Cc1ccccc1NC(=O)CC1c2ccccc2Oc2ccccc21,-1
O=C(Nc1ccc2nc(-c3cccs3)[nH]c2c1)c1ccco1,-13
COC(=O)c1cccc(NC(=O)Cn2nnc3ccccc32)c1,-17

Continued:
Order of results: S3 lipid droplet	S3 lipid droplet cell count max
- C[N+]12CCCCC1C(COC(=O)c1ccc3c(c1)OCO3)CCC2 (stereo not given)
 : -2%	-7
- CCn1c(SCC(=O)NNC(=O)c2ccc(OC)cc2)nnc1-c1ccco1
 : 1%	7
- COCCCNC(=O)c1c(NC(=O)C2COc3ccccc3O2)sc2c1CCCC2 (stereo not given)
 : ?	.
- Cc1ccc([N+](=O)[O-])cc1Nc1nc(N2CCOCC2)nc(N2CCOCC2)n1
 : ?	.
- O=C(Cn1c(=O)[nH]c2ccccc2c1=O)Nc1ccc2c(c1)OCCO2
 : ?	.
- Cc1c(C)n(-c2ccccc2)c2ncnc(NCCN(C)C)c12
 : ?	.
- CCOC(=O)C1=NNC2C(=O)N(Cc3ccccc3)C(=O)C12 (stereo not given)
 : ?	.
- COc1ccc(Cl)cc1NC(=O)c1cc(C)no1
 : -6%	18
- O=C(Oc1ccccc1C(=O)N1CCOCC1)c1cccc(Br)c1
 : 8%	2
- CN(C)c1ccc(-c2noc(-c3ccccc3O)n2)cc1
 : ?	.
- O=C(O)c1cc(=O)[nH]c2c(Cl)cccc12
 : ?	.
- O=C(CCN1C(=O)NC2(CCCC2)C1=O)Nc1cccc(S(=O)(=O)N2CCOCC2)c1
 : -2%	3
- CC1(C)CC(=O)C(C2C3=C(CC(C)(C)CC3=O)Oc3ccc4ccccc4c32)C(=O)C1 (stereo not given)
 : ?	.
- CSc1cccc(NS(=O)(=O)c2ccc3c(c2)oc(=O)n3C)c1
 : ?	.
- COc1ccc(N2CC(C(=O)N[C@@H](C)C(=O)NCCc3ccccc3)CC2=O)cc1 (stereo not given in full)
 : ?	.

New compounds follow:
Compound,S3 lipid droplet,S3 lipid droplet cell count max
CCOc1ccc(N)cc1OC,?,.
c1ccc(Cn2c[n+](Cc3ccccc3)c3ccccc32)cc1,?,.
CS/C(=N/S(=O)(=O)c1ccc(C)cc1)c1ccccc1,19%,-26
CCOC(=O)C(=O)/C(=C\N(C)C)c1onc(-c2ccccc2Cl)c1C(=O)OC,?,.
CCN(CC)c1ccc(/C=C(\C#N)C(=O)NCc2ccco2)cc1,?,.
CN(C(=O)CSc1nnc(-c2ccco2)n1Cc1ccccc1)C1CCS(=O)(=O)C1 (stereo not given),?,.
NS(=O)(=O)c1ccc(CCNC(=O)c2ccco2)cc1,?,.
O[C@@H]1CN(Cc2ccccc2Cl)CC[C@H]1N1CCOCC1,-5%,-6
CCC(Cc1ccccc1)NC(=O)Cn1cccc1C(=O)c1ccccc1 (stereo not given),?,.
COc1ccc(NC(=O)C2CCC(CNS(=O)(=O)c3cccs3)CC2)cc1OC (stereo not given),4%,.
Cc1ccc(C)c(S(=O)(=O)NCC(c2ccco2)N2CCc3ccccc3C2)c1 (stereo not given),?,.
O=C(CSc1ncnc2c1nnn2Cc1ccc(F)cc1)NCC1CCCO1 (stereo not given),6%,28
Cc1ccc(N(C(=O)c2sc(C)nc2C)C(C(=O)NCc2ccco2)c2ccccc2)cc1 (stereo not given),i,.
COC(=O)c1ccc(Oc2nc(N(C)C)nc(N3CCOCC3)n2)cc1,?,.
O=[n+]1c2c(n([O-])c3c1CCCC3)CCCC2,i,-4
COc1ccc(C)cc1NC(=O)CCNS(=O)(=O)c1ccc2c(c1)CCC(=O)N2,i,16
O=C(CSCc1ccccc1)N1CCN(C(=O)c2ccco2)CC1,3%,-7
COc1ccc2[nH]c(C(=O)Nc3ccccc3Cl)cc2c1,0%,13
C=CCn1c(SCC(=O)OC)nc2sc3c(c2c1=O)CCN(C)C3,i,.
C[C@]12CC[C@@H]3c4ccc(O)cc4CC[C@H]3[C@@H]1CC[C@@H]2OC(=O)CCC(=O)O,?,.
CC1COc2ccccc2N1S(=O)(=O)c1ccccc1 (stereo not given),?,.
CC(C)(C)NC(=O)CCc1nnc(Cc2c[nH]c3ccccc23)o1,21%,0
CC1=C(C(=O)N2CCCC(CCC(=O)NCc3ccccc3F)C2)OCCO1 (stereo not given),?,.
Cc1noc(C)c1COC(=O)c1ccc(F)c(S(=O)(=O)N2CCCCC2)c1,?,.
COc1ccc(NC(=O)C(c2cc3c(cc2[N+](=O)[O-])OCO3)N2CCN(C=O)CC2)cc1 (stereo not given),26%,.
CCC(C)c1ccccc1NC(=O)C(C)OC(=O)CN1C(=O)NC(C)(C)C1=O (stereo not given),?,.
COc1cc(/C=N\NC(=O)c2ccc(Cn3nc([N+](=O)[O-])c(Cl)c3C)o2)ccc1O,?,.
CCOc1ccc(-n2c(Cc3cc(=O)[nH]c(=O)[nH]3)nnc2SCC(=O)OC)cc1,?,.
CC1CCc2c(sc(/N=C/c3cccnc3)c2C(N)=O)C1 (stereo not given),?,.
O=C(CCC(=O)N(CC(=O)NC1CCCC1)c1cccc(F)c1)Nc1nccs1,?,.
CCN(CC)C(=O)Cn1c(=O)n(CCCC(=O)NCc2ccccc2)c(=O)c2sccc21,i,2
O=C(CN(C(=O)c1cccc([N+](=O)[O-])c1)C1CCCCC1)Nc1ccc(Cl)c([N+](=O)[O-])c1,?,.
CN(C)S(=O)(=O)c1cccn1-c1ncc(C(F)(F)F)cc1Cl,?,.
c1ccc(CSc2nc3ncccn3n2)cc1,?,.
c1ccc(-c2nn3c(Cn4cnc5ccccc54)nnc3s2)cc1,?,.
Cc1ccccc1Cn1c(=O)[nH]c2ccccc21,15%,-6
Cc1ccc(S(=O)(=O)NCC(=O)N2CCOCCOCCOCCOCC2)cc1,?,.
CN(Cc1ccccc1)c1ncc(C=O)s1,14%,.
N#Cc1cccc(NC(=O)CNC(=O)Cc2ccccc2)c1,i,-9
CN(C(=O)CSc1nnc(-c2ccncc2)n1-c1ccccc1)C1CCS(=O)(=O)C1 (stereo not given),8%,10

Structural class, the compounds so far containing a CF3 group (2)
Compound,S3 lipid droplet,S3 lipid droplet cell count max
O=c1c(Oc2ccccc2Br)c(C(F)(F)F)oc2c(CN3CCCC3)c(O)ccc12,17%,-18
CN(C)S(=O)(=O)c1cccn1-c1ncc(C(F)(F)F)cc1Cl,?,.

The listing continues:
Compound,S3 lipid droplet,S3 lipid droplet cell count max
Cc1ccc(NS(=O)(=O)c2cc(C(=O)O)ccc2Cl)c(C)c1,6%,-4
O=C(CNc1cccc(C(F)(F)F)c1)N/N=C/c1cccc(Br)c1,?,.
Cc1ccccc1NC(=O)c1ccccc1,i,.
Cc1cc(C)cc(N(C(=O)c2csnn2)C(C(=O)NC(C)(C)C)c2cccs2)c1 (stereo not given),-4%,-17
CCc1c(C)nc2ncnn2c1N1CCCC(C(=O)NCCc2ccccc2)C1 (stereo not given),?,.
Nc1cc(C(=O)c2ccccc2)ccc1N1CCOCC1,-9%,-20
COc1cccc2sc(NN)nc12,6%,3
C/C(=N\OC(=O)c1ccc(F)cc1)c1nccs1,-9%,-13
COc1cccc(C2=CC(c3cc(OC)ccc3OC)n3nnnc3N2)c1 (stereo not given),?,.
CSc1nc2sc3c(c2c2nnnn12)CCCC3,10%,-10
COc1ccccc1-c1nnc(SCCN2CCOCC2)n1-c1ccc(C)cc1,?,.
O=C(C1=C[C@@H](c2ccc(Br)cc2)C[C@@H](OCCCCO)O1)N1CCN(Cc2ccccc2)CC1,?,.
CCOC(=O)NC(=O)CN1C(=O)NC2(CCc3ccccc32)C1=O (stereo not given),?,.
CCOc1ccc(S(=O)(=O)N(CC)CC(=O)N2CCCC2)cc1,?,.
O=C(CNS(=O)(=O)/C=C/c1ccccc1)OC1CCOC1=O (stereo not given),?,.
Cc1csc(SCC(=O)NC(C)c2ccc(F)cc2)n1 (stereo not given),?,.
